APP 5'UTR act: APP 5'UTR luciferase reporter activation | 190,000 tested, 1% active | activation, % at 2 µM | SH-SY5Y APP 5'UTR luciferase reporter, luminescence; zero percent = DMSO vehicle wells;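 active means activation above a set limit, based on mean plus 3 SD of controls, cut at about 140% in these data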; further: values of inactives mirror those of a sister screen read the other way
FLuc stim CS: firefly luciferase counter-screen for stimulation assays | P08659 | ATPlite luciferase biochemical, luminescence, 10 min; 0 = ATP-free wells, 1 = DMSO control | activation factor at 10 µM | 200,000 tested, under 10 active | AID 1027;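 active means luciferase activation factor, scaled between plate controls, of at least 2 with compound at 10 µM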
Target sequence (P08659 whole entry, looked up): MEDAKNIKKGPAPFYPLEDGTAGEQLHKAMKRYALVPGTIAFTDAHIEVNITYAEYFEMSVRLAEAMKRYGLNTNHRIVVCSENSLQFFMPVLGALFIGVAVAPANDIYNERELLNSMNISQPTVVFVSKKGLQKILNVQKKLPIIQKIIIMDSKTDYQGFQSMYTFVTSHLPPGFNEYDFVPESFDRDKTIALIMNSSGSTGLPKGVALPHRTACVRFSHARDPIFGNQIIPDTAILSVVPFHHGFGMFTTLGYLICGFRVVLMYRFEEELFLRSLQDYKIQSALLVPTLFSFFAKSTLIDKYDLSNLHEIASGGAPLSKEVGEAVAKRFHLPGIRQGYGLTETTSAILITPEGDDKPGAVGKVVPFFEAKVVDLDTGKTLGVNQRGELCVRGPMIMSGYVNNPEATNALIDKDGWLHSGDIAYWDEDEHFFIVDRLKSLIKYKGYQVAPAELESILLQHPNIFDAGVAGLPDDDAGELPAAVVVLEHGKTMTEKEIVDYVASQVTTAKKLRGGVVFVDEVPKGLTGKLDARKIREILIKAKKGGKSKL
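Assay system: Luciferase/luciferin reagent mix; Medium: PBS as buffer for the ATP substrate; Dosing: test compounds dosed from 2 mM stocks in 100% DMSO; Times: 10 min, room temperature; Signal: luminescence from luciferase reaction; Read-out: luciferase activation; Controls: No-ATP low control, compound-free enzyme-plus-ATP high control.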
STAT1 activator: activators of IFN-gamma induced STAT1 signaling; NIH 3T3 STAT1-luciferase reporter, luminescence; 100% = IFN-gamma alone, no compound; activation (% of control), % at 5.5 µM; 200,000 tested, 2.6% active;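 active means activation above the screen-wide mean activation plus 3 SD, cut at about 130% in these data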;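 further: raw ratio to IFN-gamma control signal so 100% means no change and 0% no light; values of inactives mirror those of a sister screen read the other way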
APP transl inh: APP translation inhibition. SH-SY5Y APP 5'UTR-luciferase reporter, luminescence. inhibition, % at 2 µM. 190,000 tested, 0.82% active. AID 1285;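 active means inhibition above a set limit, derived from the sample mean plus 3 SD, cut at about 45% in these data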; further: values of inactives mirror those of a sister screen read the other way
STAT3 activator: STAT3 signaling activation. U3A cells, IL-6 STAT3-luciferase reporter, luminescence; 100% = signal with IL-6 EC80 alone. activation (% of control), % at 5.6 µM. 190,000 tested, 0.91% active. AID 871;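 active means activation above the screen-wide mean of compound activation plus 3 SD, cut at about 130% in these data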;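 further: 0% = background luminescence of wells with medium and substrate only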
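Test system: STAT3-luciferase reporter U3A cells; Detection: reporter luminescence signal; Times: 1 h compound pre-exposure, 6 h IL-6 stimulation, 37 °C; Benchmarks: IL-6-only high control; Also added: IL-6 stimulus at 33 ng/mL final.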
STAT3 inh: STAT3 signaling inhibition; U3A cells, IL-6 STAT3-luciferase reporter, luminescence; host cell line lacks STAT1; inhibition, % at 5.5 µM; 190,000 tested, 0.89% active; AID 862;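 active means inhibition above the mean inhibition across all screened compounds plus 3 SD, cut at about 44% in these data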;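 further: 0% = DMSO only wells and 100% = 100 µM nifuroxazide control wells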
STAT1 blocker: STAT1 signaling inhibition; NIH 3T3 STAT1-luciferase reporter, IFN-gamma, luminescence; inhibition, % at 5.5 µM; 200,000 tested, 0.35% active;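 active means inhibition above a set limit, the mean inhibition across all tested compounds plus 3 SD, cut at about 34% in these data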;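 further: 0% = IFN-gamma with DMSO and 100% = IFN-gamma with 300 µM nifuroxazide; values of inactives mirror those of a sister screen read the other way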
NF-kB expr up: compounds increasing NF-kB expression in human neuronal cells. NF-kB reporter expression; stronger effect = higher value. fold change at 12.5 µM. 190,000 tested, 1.6% active. AID 1239; in the data active means fold change above about 3.3
FLuc inh counter: inhibits firefly luciferase, flagging false hits in luciferase inhibition screens | ATPLite firefly luciferase biochemical luminescence, 10 min | 200,000 tested, 1.5% active | P08659 | inhibition, % at 10 µM;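 active means inhibition above about 50% when tested at 10 µM, limit read from the data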
ROMK primary: modulators of human ROMK potassium channel | B-score at 10 µM | Tet-inducible ROMK, thallium flux fluorescence; actives lie on both sides | P48048 | 130,000 tested, 2% active;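 active means signal ratio slope over the read window, or its plate-corrected B-score, at least 3 SD from the plate mean, either direction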;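 further: B-score of the F/F0 ratio slope over 7 to 12 s after thallium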
Target sequence (P48048 whole entry, looked up): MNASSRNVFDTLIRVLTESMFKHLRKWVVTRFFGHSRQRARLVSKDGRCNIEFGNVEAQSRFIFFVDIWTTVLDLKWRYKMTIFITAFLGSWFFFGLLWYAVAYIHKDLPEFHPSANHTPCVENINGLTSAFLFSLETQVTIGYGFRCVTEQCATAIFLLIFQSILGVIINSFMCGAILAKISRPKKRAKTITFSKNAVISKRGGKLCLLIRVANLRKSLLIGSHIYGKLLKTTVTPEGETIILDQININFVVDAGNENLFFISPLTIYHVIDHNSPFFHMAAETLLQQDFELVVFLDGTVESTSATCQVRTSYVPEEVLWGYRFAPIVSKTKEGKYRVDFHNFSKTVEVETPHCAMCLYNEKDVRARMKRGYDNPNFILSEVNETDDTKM
An asterisk follows results filed as active; · = no result given. The list is partial; rates above refer to the full screens.

(1) CSc1ccc(C(=O)C2CCCN(CCCn3cccn3)C2)cc1 (stereo not given)
(2) CC(Cc1ccccc1)NC(=O)/C=C/C(=O)O (stereo not given)
(3) COc1cc(C(=S)N2CCOCC2)cc(OC)c1OC(=O)Cc1ccccc1
(4) Cc1cc(NC(=O)COC(=O)c2c(C)nn(Cc3ccccc3Cl)c2C)no1
(5) CCOC(=O)C1(CCc2ccccc2)CCN(Cc2ccc3c(c2)OCCO3)CC1
(6) COc1cccc(-c2nc(CS(=O)CC(=O)N3CCC4(CC3)OCCO4)c(C)o2)c1 (stereo not given)
(7) c1cc2c(cc1CCNC1C3CC4CC(C3)CC1C4)OCO2 (stereo not given)
(8) Cc1nc2c(-c3ccc(F)cc3)c(C)nn2c(C)c1CCC(=O)N1CCC2(CC1)OCCO2

assay / compound	1	2	3	4	5	6	7	8
APP 5'UTR act	6	-22	-6	-19	7	-8	-13	-16
FLuc stim CS	1	1.1	1.1	1.1	1	1	1.1	1
STAT1 activator	96	95	102	102	93	96	109	101
APP transl inh	-6	22	6	19	-7	8	13	16
STAT3 activator	106	99	108	90	100	100	97	102
STAT3 inh	-1	5	-9	18	4	5	5	4
STAT1 blocker	3	6	-3	-3	6	5	-5	-2
NF-kB expr up	0.98	0.99	1.1	1.1	0.92	1.2	1.4	1.1
FLuc inh counter	2	-10	-5	-7	-4	3	-8	-4
ROMK primary	-0.34	0.56	-0.39	0.11	-1.5	·	-2.2	0.096

(9) N#Cc1cc(F)c(N2CCNCC2)cc1Cl
(10) CC(O)(CS(=O)(=O)c1cccc(C(F)(F)F)c1)C(=O)Nc1cccc(C(F)(F)F)c1 (stereo not given)
(11) Cc1ccc(-n2c(O)c(C=NC3CCCC3)c(=O)[nH]c2=O)c(C)c1
(12) CCOC(=O)C1=C(C)OC(N)=C(C#N)C12C(=O)N(C)c1ccccc12 (stereo not given)
(13) CCc1ccccc1N1C(=O)/C(=C/c2ccc(N3CCN(C)CC3)o2)C(=O)NC1=S
(14) COc1ccc(N=C2SCCCN2C)cc1
(15) Cc1ccsc1C(=O)C1CCCN(Cc2ccccc2O)C1 (stereo not given)
(16) CCN(CC)P(=O)(c1n(CC)cc[n+]1CC)N(CC)CC

assay / compound	9	10	11	12	13	14	15	16
APP 5'UTR act	-9	-7	7	-4	3	11	15	4
FLuc stim CS	1.1	1	1.1	1	1	1.1	1.1	1
STAT1 activator	90	96	95	98	95	102	96	101
APP transl inh	9	7	-7	4	-3	-11	-15	-4
STAT3 activator	90	100	98	102	90	102	100	102
STAT3 inh	12	6	10	3	11	1	7	0
STAT1 blocker	8	4	5	2	6	-2	2	-3
NF-kB expr up	1.4	0.7	1.2	0.96	1.1	1.1	1	1.1
FLuc inh counter	-7	-4	-7	-1	-3	-11	-8	0
ROMK primary	-1.2	·	·	·	·	0.0083	-0.93	0.41

(17) COc1ccc(C(=O)C(C)(C)NO)cc1
(18) CN(C)S(=O)(=O)c1cc(NC(=O)COC(=O)Cc2ccccc2)ccc1Cl
(19) N#Cc1c(/N=C/c2ccc(O)cc2O)sc2c1C1CCN2CC1
(20) Cc1ccsc1C(=O)C1CCCN(Cc2ccn[nH]2)C1 (stereo not given)
(21) Cc1ccc(-n2c(O)c(C=NCCN3CCOCC3)c(=O)[nH]c2=O)cc1
(22) CN(C)CC1CSCCC1(O)c1cccc(Cl)c1 (stereo not given)
(23) COc1ccc(NC(=O)CN2CC=C(c3ccccc3)CC2)cc1S(=O)(=O)N1CCOCC1
(24) CC1CC(OC(=O)c2ccccc2)CC(C)N1C (stereo not given)

assay / compound	17	18	19	20	21	22	23	24
APP 5'UTR act	-11	9	8	11	-10	-2	-2	0
FLuc stim CS	1.1	1	0.6	1	1	1	1.1	1
STAT1 activator	105	92	99	100	97	99	99	94
APP transl inh	11	-9	-8	-11	10	2	2	0
STAT3 activator	108	101	100	99	102	104	99	93
STAT3 inh	-6	4	-2	12	-2	-2	3	6
STAT1 blocker	-5	9	1	-1	2	-3	-1	6
NF-kB expr up	0.93	1.4	1.3	1.3	1.3	1.1	1.1	1.1
FLuc inh counter	-13	5	43	-1	-4	1	-5	-1
ROMK primary	0.39	1.1	0.43	-0.55	-0.1	-0.7	-0.77	0.33

(25) CN1CCC(O)(c2ccccc2)C(C(=O)c2ccccc2)C1 (stereo not given)
(26) CCOC(=O)N(C)c1ccc(C(O)(C(=O)OC)C(F)(F)F)cc1 (stereo not given)
(27) O=P1(NCc2ccco2)COc2ccccc2OC1
(28) COC(=O)c1ccc(NC(=O)CSc2nc3ccc(N4C(=O)C5C6C=CC(C6)C5C4=O)cc3s2)cc1 (stereo not given)
(29) Cc1cccc(CN2CCN(Cc3ccc(Cl)cc3)CC2)c1
(30) CC(C)N1CCN(c2ccc(O)cc2)CC1
(31) CC1=C(C(=O)N2CCC3(CC2)OCCO3)C2(CCC(C)CC2)OC1=O (stereo not given)
(32) Cc1ccc(CN2C(=O)NC(=O)C3(Cc4c(nc5ccccn5c4=O)N4CCCCCC43)C2=O)cc1 (stereo not given)

assay / compound	25	26	27	28	29	30	31	32
APP 5'UTR act	-6	3	0	9	7	-9	13	7
FLuc stim CS	1	1.1	1	1	1	1	1	1
STAT1 activator	93	95	100	108	90	97	104	101
APP transl inh	6	-3	0	-9	-7	9	-13	-7
STAT3 activator	107	104	107	89	97	105	103	99
STAT3 inh	-1	-3	-6	8	10	-4	0	4
STAT1 blocker	8	6	0	-9	11	4	-4	-1
NF-kB expr up	0.91	1.1	0.95	0.48	1.1	1.5	1.1	0.73
FLuc inh counter	-2	-8	0	1	-1	-4	-4	-2
ROMK primary	·	0.52	1.6	·	-1.6	·	·	-2.9*

(33) COc1cc(N2CCOCC2)ccc1/C=C1\C(=O)NC(=O)N(Cc2cccs2)C1=O
(34) Cn1c(C(=O)N2CCC(C(=O)N3CCC4(CC3)OCCO4)CC2)cc2sccc21
(35) CC(C(=O)Nc1ccc(Br)cc1C(=O)c1ccccc1)N1CCOCC1 (stereo not given)
(36) Cc1ccc(-c2nc(N(C)C3CCN(C)CC3)c3ccccc3n2)cc1
(37) C[C@@]1([C@@H](NP(=O)(c2ccccc2)c2ccccc2)c2ccccc2)C[C@H]1CCO
(38) N[C@@H](Cc1c[nH]c2ccccc12)c1nnc(SCc2ccccc2F)o1
(39) O=C1NC(=O)N(Cc2ccco2)C(=O)/C1=C\c1cccn1CCOc1ccc(Cl)cc1
(40) C=CCN1C(=O)C2(C(C(=O)OCC)=C(N)Oc3c2c(=O)oc2ccccc32)c2ccccc21 (stereo not given)

assay / compound	33	34	35	36	37	38	39	40
APP 5'UTR act	-1	0	-4	1	5	13	-7	9
FLuc stim CS	1.1	1	1.1	1	1.1	1	1.1	0.9
STAT1 activator	105	91	106	99	96	98	108	99
APP transl inh	0	0	4	-1	-5	-13	7	-9
STAT3 activator	99	103	109	172*	99	95	93	101
STAT3 inh	4	0	-2	-76	-1	6	8	2
STAT1 blocker	-6	9	-6	1	4	2	-9	1
NF-kB expr up	0.95	0.99	1.1	0.97	0.99	1.1	1.2	0.9
FLuc inh counter	-10	-4	-6	0	-8	-1	-12	6
ROMK primary	0.16	-0.21	·	-1.1	0.5	·	·	-0.66

(41) O=C1NC(=O)C(C(CC(=O)c2ccccc2)c2ccccc2)C(=O)N1 (stereo not given)
(42) CCOc1ccc(Cc2c(O)[nH]c(=O)[nH]c2=O)cc1
(43) C=CCn1c(O)c(/C=N/N2CCCCC2c2cccnc2)c(=O)[nH]c1=S (stereo not given)
(44) COC(=O)c1c(C)n(Cc2ccccc2)c2ccc(O)cc12
(45) CN(C)CCN=Cc1c(O)n(CCC2=CCCCC2)c(=O)[nH]c1=O
(46) CCOC(=O)C1=C(N)OC2=C(C(=O)CC(C)(C)C2)C12C(=O)Nc1ccccc12 (stereo not given)
(47) COC(=O)c1ccc(C(C(=O)NC2CCCCC2)N(CCN2CCOCC2)C(=O)Cc2cccs2)cc1 (stereo not given)
(48) CCn1c(P(C)(=O)O)nc2cc(NC(=O)c3ccccc3F)ccc21

assay / compound	41	42	43	44	45	46	47	48
APP 5'UTR act	-13	11	-9	28	0	-12	10	-3
FLuc stim CS	1	1.1	1.1	1	1.1	1	1.1	1
STAT1 activator	101	106	104	78	100	100	101	95
APP transl inh	13	-11	9	-28	0	12	-10	3
STAT3 activator	102	103	102	96	98	105	97	98
STAT3 inh	-1	0	-4	7	5	-3	9	10
STAT1 blocker	-3	-6	-4	22	0	0	0	5
NF-kB expr up	1.1	1.1	1.1	0.79	1.1	0.87	1.1	0.92
FLuc inh counter	-4	-5	-6	-1	-5	-2	-6	-3
ROMK primary	·	1.2	·	-0.2	0.83	·	-0.16	0.91

(49) O=[N+]([O-])c1cc(F)c(N2CCCC2)cc1N1CCNCC1
(50) Cc1nn(C)c(C)c1P(=S)(c1c(C)nn(C)c1C)N(C)C
(51) Cn1cc(C(=O)N2CCC3(CC2)OCCO3)c2c3ccccc3n(C)c2c1=O
(52) CC1=CC(=O)NP(=O)(Oc2ccc3ccccc3c2)N1 (stereo not given)
(53) CN(C)P(=O)(CCl)Nc1ccccc1 (stereo not given)
(54) CC(C)CCNC(=O)c1c(N)n(Cc2ccc3c(c2)OCO3)c2nc3ccccc3nc12
(55) Cc1nc2nc(C)c(CCC(=O)N3CCC4(CC3)OCCO4)c(C)n2n1

assay / compound	49	50	51	52	53	54	55
APP 5'UTR act	0	11	5	-2	17	6	11
FLuc stim CS	1.1	1.1	1	1	1	1.1	1.1
STAT1 activator	95	102	97	116	106	97	107
APP transl inh	0	-11	-5	2	-17	-6	-11
STAT3 activator	104	101	103	102	98	108	102
STAT3 inh	1	4	-3	2	-3	-3	1
STAT1 blocker	4	-2	3	-17	-6	3	-8
NF-kB expr up	1	1.2	0.81	1.1	1.2	0.91	0.98
FLuc inh counter	-5	-6	3	-1	2	-7	-6
ROMK primary	-0.82	·	-0.48	·	·	0.041	0.55

Compounds shown so far with fluorine (seven):
(8) Cc1nc2c(-c3ccc(F)cc3)c(C)nn2c(C)c1CCC(=O)N1CCC2(CC1)OCCO2
(9) N#Cc1cc(F)c(N2CCNCC2)cc1Cl
(10) CC(O)(CS(=O)(=O)c1cccc(C(F)(F)F)c1)C(=O)Nc1cccc(C(F)(F)F)c1 (stereo not given)
(26) CCOC(=O)N(C)c1ccc(C(O)(C(=O)OC)C(F)(F)F)cc1 (stereo not given)
(38) N[C@@H](Cc1c[nH]c2ccccc12)c1nnc(SCc2ccccc2F)o1
(48) CCn1c(P(C)(=O)O)nc2cc(NC(=O)c3ccccc3F)ccc21
(49) O=[N+]([O-])c1cc(F)c(N2CCCC2)cc1N1CCNCC1

assay / compound	8	9	10	26	38	48	49
APP 5'UTR act	-16	-9	-7	3	13	-3	0
FLuc stim CS	1	1.1	1	1.1	1	1	1.1
STAT1 activator	101	90	96	95	98	95	95
APP transl inh	16	9	7	-3	-13	3	0
STAT3 activator	102	90	100	104	95	98	104
STAT3 inh	4	12	6	-3	6	10	1
STAT1 blocker	-2	8	4	6	2	5	4
NF-kB expr up	1.1	1.4	0.7	1.1	1.1	0.92	1
FLuc inh counter	-4	-7	-4	-8	-1	-3	-5
ROMK primary	0.096	-1.2	·	0.52	·	0.91	-0.82
